Compound activity from PubChem.
OXTR potentiate = human OXTR potentiators, primary screen, fluorescence, CHO-OTR cells, Fluo-8 calcium; Oxytocin receptor (Homo sapiens), P30559; Fluo-8 calcium fluorescence, potentiator mode; 0% = oxytocin EC15, 100% = EC100; activation, % at 3 µM; 320,000 tested, 0.061% active;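 active means activation above that plate's cutoff, the mean activation of tested compounds plus 3 SD, cut at about 6.6% in these data, passing the limit was not always enough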;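 further: 100% uses oxytocin at 75 nM as the full agonist control; some results filed as inactive read as strong as hits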
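assay system = CHO-OTR cells, human receptor | schedule = compound 6 min at room temperature before oxytocin, 100 s read | detection = Fluo-8 intracellular calcium fluorescence, ex 470-495, em 515-575 nm | evaluation = normalized max/min fluorescence ratio, % activation | control set = EC15 oxytocin alone as 0%, 75 nM oxytocin (EC100) as 100%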
CHO parental Ca = ATP-evoked calcium signal inhibitors, parental CHO, primary screen, counter-screen for OX1R antagonist project, cell-based, fluorescence, Fluo-8 calcium dye | parental CHO-K1, ATP-induced calcium, Fluo-8 fluorescence | inhibition, % at 5.6 µM | AID 463079, 2010 | 330,000 tested, 0.63% active;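 active means inhibition above that plate's mean sample inhibition plus 3 SD, cut at about 26% in these data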;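 further: 0% = ATP-challenged DMSO wells and 100% = DMSO wells without ATP; some compounds past the cut are filed as inactive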
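Material: parental CHO cells / Compound: single nominal dose of 5.6 µM per compound / Signal: Fluo-8 fluorescence / Replicates: singlicate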
TAAR1 ag = human TAAR1 agonists, primary screen, Fluo-8 calcium fluorescence, CHO RD-HGA16 cells. vehicle wells 0%, saturating PEA agonist 100%. Trace amine-associated receptor 1 (Homo sapiens), Q96RJ0. activation, % at 3 µM. AID 624467, 2012. 360,000 tested, 0.99% active;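 active means activation above the mean activation of all test compounds in the run plus 3 SD, cut at about 38% in these data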
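Assay system: CHO-derived RD-HGA16 cells with stable Gα16 and human TAAR1; timing: 17-24 h seeding, 75 min 37 °C dye, 30 min RT; read-out: % activation from peak over basal fluorescence ratio, DMSO-to-PEA scaled; measured by: kinetic Fluo-8 calcium fluorescence; benchmarks: low control DMSO, high control PEA (EC100); doses: 3 µM single concentration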
TAAR1 antag = human TAAR1 antagonists, primary screen, Fluo-8 calcium fluorescence, CHO RD-HGA16 cells. Trace amine-associated receptor 1 (Homo sapiens), Q96RJ0. antagonist. inhibition, % at 3 µM. 360,000 tested, 1.5% active;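 active means inhibition above a per-plate cutoff, the mean inhibition of test compounds on that plate plus 3 SD, cut at about 49% in these data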;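 further: 0% = DMSO plus EC80 beta-PEA response and 100% = DMSO alone without agonist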
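Material: CHO RD-HGA16 cells bearing hTAAR1; compound dosing: one-point dosing, 3 µM nominal final; schedule: dye loading 75 min at 37 °C, then 30 min room temperature; measured by: calcium fluorescence with Fluo-8; control set: vehicle and agonist controls; replication: n of 1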
CHO-K1 Ca PAM = nonselective calcium activators in parental CHO-K1 cells, primary screen, counter-screen for M1 PAM project, cell-based, Fluo-8 calcium fluorescence, full deck, 1536-well; ATP EC20; 0% at ATP EC20, 100% at ATP max; activation, % at 3 µM; 360,000 tested, 0.02% active;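 active means activation above the run cutoff, the mean activation of all test compounds plus 3 SD, cut at about 40% in these data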;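 further: peak over basal fluorescence ratio in a 140 s read after ATP addition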
V1R ag counter = agonists of human V1a receptor, primary screen, counter-screen for OXTR agonist project, fluorescence, CHO-V1R cells; Vasopressin V1a receptor (Homo sapiens), P37288; Fluo-8 calcium fluorescence, agonist mode; 0% DMSO, 100% 3 nM vasopressin; activation, % at 3 µM; 320,000 tested, 0.25% active;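 active means activation above the mean activation of all tested compounds plus 3 SD, per screening run, cut at about 20% in these data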;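 further: signal is peak over basal fluorescence ratio across a 100 second FLIPR read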
Target sequence (P37288 whole entry, looked up): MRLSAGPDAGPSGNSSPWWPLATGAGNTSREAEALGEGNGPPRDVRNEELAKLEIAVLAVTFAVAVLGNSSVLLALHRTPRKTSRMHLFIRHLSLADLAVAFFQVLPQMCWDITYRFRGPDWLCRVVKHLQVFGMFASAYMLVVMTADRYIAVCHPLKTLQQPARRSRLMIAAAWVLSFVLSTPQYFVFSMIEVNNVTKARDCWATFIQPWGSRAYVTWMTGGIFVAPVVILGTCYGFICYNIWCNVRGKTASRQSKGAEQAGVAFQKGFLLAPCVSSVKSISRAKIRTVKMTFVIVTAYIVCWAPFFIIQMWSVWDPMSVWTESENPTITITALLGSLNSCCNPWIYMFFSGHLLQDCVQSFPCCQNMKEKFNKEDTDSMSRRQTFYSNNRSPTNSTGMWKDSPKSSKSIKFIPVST
CHO-K1 Ca antag = M1 antagonist counterscreen hit in parental CHO-K1 cells | ATP-induced calcium, Fluo-8 fluorescence | inhibition, % at 3 µM | 360,000 tested, 0.6% active;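 active means inhibition above a per-plate cutoff, the plate's mean sample inhibition plus 3 SD, cut at about 24% in these data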;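 further: 0% = DMSO plus EC80 ATP and 100% = DMSO alone without ATP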
CHO-K1 Ca ag = counter-screen for M1 agonists: effect in parental CHO-K1 cells; Fluo-8 calcium fluorescence; scaled to maximal ATP response, vehicle zero; activation, % at 3 µM; 360,000 tested, 0.48% active; AID 602248, 2012; in the data active means activation above about 15%;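 further: untransfected CHO-K1 host cells lacking M1 receptor as counterscreen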
CHRM1 agonist = human M1 muscarinic receptor agonists, primary screen, Fluo-8 calcium fluorescence, CHO-K1 cells, HTS. activation, % at 3 µM. 360,000 tested, 0.33% active. AID 588814, 2011. CHO-K1 hM1, agonist mode; 0% DMSO, 100% acetylcholine EC100;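 active means activation above the run's mean compound activation plus 3 SD, cut at about 16% in these data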;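 further: peak over basal fluorescence ratio within a 140 s kinetic read after compound addition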
Target sequence (P11229 whole entry, looked up): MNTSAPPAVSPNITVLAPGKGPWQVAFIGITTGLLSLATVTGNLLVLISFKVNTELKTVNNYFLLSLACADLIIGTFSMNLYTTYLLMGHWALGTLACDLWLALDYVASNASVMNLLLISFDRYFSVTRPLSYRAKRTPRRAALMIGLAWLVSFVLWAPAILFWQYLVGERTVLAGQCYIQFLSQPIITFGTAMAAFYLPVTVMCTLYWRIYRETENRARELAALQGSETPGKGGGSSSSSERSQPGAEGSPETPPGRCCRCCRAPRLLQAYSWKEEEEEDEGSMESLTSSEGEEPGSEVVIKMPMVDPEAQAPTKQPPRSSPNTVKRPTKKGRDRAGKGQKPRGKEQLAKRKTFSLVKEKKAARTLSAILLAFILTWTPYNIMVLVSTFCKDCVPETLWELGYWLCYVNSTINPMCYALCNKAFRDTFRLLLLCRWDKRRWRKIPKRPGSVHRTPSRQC
The depositor's hits bear a star; nt = no result given.

Start of the data: the first 2 entries, ahead of the listing:
Every second line gives: OXTR potentiate	CHO parental Ca	TAAR1 ag	TAAR1 antag	CHO-K1 Ca PAM	V1R ag counter	CHO-K1 Ca antag	CHO-K1 Ca ag	CHRM1 agonist
- O=C(Nc1cccnc1)c1cc(-c2cccc(Br)c2)nc2ccccc12
    -10	-21	2	65*	26	1.6	-4	6.2	-3
- COc1ccccc1/C=C1\SC(=S)N(CCC(=O)N2CCCCC2CCO)C1=O (stereo unspecified)
    -5	-37	8	-6	2	6.8	-18	3.8	-3

Results, from the start:
Every second line gives: OXTR potentiate	CHO parental Ca	TAAR1 ag	TAAR1 antag	CHO-K1 Ca PAM	V1R ag counter	CHO-K1 Ca antag	CHO-K1 Ca ag	CHRM1 agonist
- O=C(Nc1cccnc1)c1cc(-c2cccc(Br)c2)nc2ccccc12
    -10	-21	2	65*	26	1.6	-4	6.2	-3
- COc1ccccc1/C=C1\SC(=S)N(CCC(=O)N2CCCCC2CCO)C1=O (stereo unspecified)
    -5	-37	8	-6	2	6.8	-18	3.8	-3
- COc1cc(OC)cc(C(=O)Oc2ccc(/C=N/Nc3nc4ccccc4s3)cc2OC)c1
    -8	5	0	-12	25	0.1	-14	2.5	-2
- Cc1csc(NC(=O)CCc2nc3ccccc3s2)n1
    -12	-30	3	-8	8	1.6	-6	1.3	-4
- CCCSc1nnc(NC(=O)c2ccco2)s1
    -1	-12	5	-13	20	0.7	-16	1.0	-5
- O=C(CC(SCCO)c1ccc([N+](=O)[O-])cc1)c1ccco1 (stereo unspecified)
    -4	9	0	-13	-4	-0.1	1	0.7	0
- COc1ccc(CCNC(=O)c2ccc(N3CCCC3=O)cc2)cc1OC
    -2	-7	8	17	17	0.1	-10	1.4	-3
- Cc1cc(C)nc(N/N=C/c2cccc(Cl)c2)n1
    -25	-24	2	20	-3	-1.0	-4	0.4	-3
- O=C1NC(Cc2ccc(O)cc2)c2nc3ccccc3c(=O)n2-c2ncccc21 (stereo unspecified)
    nt	nt	2	-8	-7	nt	13	0.5	5
- CC1=C(C(=O)N(C(C)C)C(C)C)CC(CC(=O)NCCc2ccccn2)C(=O)N1Cc1ccc(C(C)(C)C)cc1 (stereo unspecified)
    nt	nt	-2	-14	16	nt	-24	1.2	-5
- COc1ccc(C)cc1NC(=O)c1sc2nc(C)nc(N3CCOCC3)c2c1C
    -9	-2	-2	-17	5	3.5	-11	0.0	0
- CC(=O)Nc1ccc(NC(=O)c2ccccc2C)cc1
    0	-2	10	-16	-8	0.0	-1	-0.2	-3
- CCOCCCn1c(C)nc2c(c1=O)c1nc3ccccc3nc1n2-c1ccc(C)cc1
    2	-12	nt	nt	-8	1.6	7	-0.4	-1
- CCOc1cc(/C=C2\SC(=S)N(NC(=O)c3cccnc3)C2=O)ccc1O
    -23	30	17	10	5	8.8	0	5.7	-1
- NS(=O)(=O)c1ccc(NC(=O)COC(=O)c2ccco2)cc1
    -15	-10	1	-18	8	2.5	-10	0.7	0
- O=C(CSc1ccc2c(c1)OCCO2)NCc1ccccc1
    -2	-6	9	-6	1	-0.3	-13	-0.4	-3
- COc1ccc2[nH]c3c(c2c1)CCN1C(=O)C(CC(=O)NCCC2=CCCCC2)C[C@H](C(=O)N2CCOCC2)[C@@]31CCC1CCCC1 (stereo partly specified)
    nt	-6	1	-1	27	nt	-16	0.3	-1
- Nc1ccc(Nc2ccccc2)cc1
    -6	-3	2	3	-5	-0.8	1	-0.8	-3
- Cc1cccc(N2CCN(C(=O)CCS(=O)(=O)c3ccc(Br)cc3)CC2C)c1 (stereo unspecified)
    -17	-20	-2	-1	17	1.5	-2	4.6	-5
- Cc1ccc(-c2csc3nc(SCC(=O)Nc4ccc(Cl)c(C(=O)O)c4)[nH]c(=O)c23)cc1
    -4	-10	0	-3	10	-0.1	-17	-0.2	2
- O=C(NCc1ccc2c(c1)OCO2)C(=O)Nc1cc2c3c(c1)CC(=O)N3CCC2
    -2	-9	0	18	-12	4.1	-3	0.2	-2
- C/C(Cc1ccccc1)=N\NC(=O)CNC(=O)c1cccc(Br)c1
    0	-6	3	4	0	0.4	-6	-0.2	-5
- O=C(CCC(=O)Nc1ccc(F)cc1)N/N=C/c1ccncc1
    1	1	4	15	5	-0.2	7	0.4	-5
- CCN(CC)CCNC(=O)c1ccc(NC(=O)COc2ccccc2F)cc1
    6	-13	6	10	0	-0.4	-6	0.3	-9
- O=c1c2ccccc2ncn1/N=C/c1ccccc1
    4	12	0	11	-17	0.3	-11	0.2	-3
- Cc1cc(C)nc(NCCC(=O)O)n1
    0	-3	9	0	20	0.2	-7	0.9	-6
- Cc1c(/C=N\NC(=O)c2c[nH]c3ccccc23)cnn1C
    5	-9	6	8	13	0.7	-5	0.8	-6
- CC(C)(C)c1cn(-c2ccc(F)cc2)c(=S)[nH]1
    -1	-4	7	14	4	0.0	-1	0.3	-6
- CCOC(=O)C1CN(S(=O)(=O)c2ccc(C)cc2)CCN1S(=O)(=O)c1ccc(C)cc1 (stereo unspecified)
    -4	-21	4	-1	-11	0.7	-3	-0.4	-4
- CCOc1ccccc1NC(=O)Nc1c(C)n(-c2ccccc2)c(=O)n1C
    -1	-9	0	10	27	-0.1	-11	1.4	-7
- S=C(NC1CCCC1)NN1CCOCC1
    1	-5	13	0	17	1.4	-4	0.4	-8
- CCc1ccccc1N(CC(=O)NCc1ccco1)C(=O)CCC(=O)Nc1nccs1
    4	2	4	-2	-5	1.0	-6	0.8	-3
- C/C=C1\COC(C(=O)NCc2cccc(OC)c2OC)(C(F)(F)F)C=C1C=C1CCCCC1 (stereo unspecified)
    -14	35	-1	18	9	0.3	-13	-0.3	-4
- COC1C/C(=N\O)C2OC(c3ccccc3)OCC2O1 (stereo unspecified)
    -2	-2	1	23	9	-0.3	0	0.7	-3
- COC(=O)CSc1nnc(-c2ccccc2OC)o1
    -5	-5	2	11	21	1.1	-10	0.3	-5
- Cc1ccc(-c2nnn(CC(=O)Nc3ccccc3N3CCOCC3)n2)cc1
    -8	-22	12	-2	10	1.3	-10	4.0	2
- CCOC(=O)CNC(c1ccccc1)c1cc(Br)ccc1NC(C)=O (stereo unspecified)
    -2	-23	14	6	19	3.0	-13	1.3	-14
- COc1ccccc1N(CC(=O)NCCSCc1ccccc1)S(=O)(=O)c1ccc(C)cc1
    -14	-12	-1	47	-4	3.0	-3	0.2	-7
- COC(=O)c1ccc(C2Nc3cccc4cccc(c34)N2)cc1
    -12	-8	0	9	21	0.5	-10	0.8	-4
- Cc1ccc(C(C)(C)C)cc1S(=O)(=O)NC(=O)c1ccccc1
    -9	5	0	14	28	0.1	-14	0.2	-9
- O=C(c1cccc(Br)c1)N1CCN(C2=NS(=O)(=O)c3ccccc32)CC1
    -10	-7	3	-6	-6	-0.2	0	1.0	-3
- O=c1[nH]c2cc3c(cc2cc1CN(CCc1ccccc1)Cc1nnnn1CC1CCCO1)OCO3 (stereo unspecified)
    0	-15	7	7	-2	0.0	-4	0.0	-5
- Nc1ccc(NS(=O)(=O)c2ccccc2)cc1
    -6	1	2	4	2	0.9	5	0.3	-5
- CCOC(=O)c1ccc(Oc2nc(OC)nc(N(C)C)n2)cc1
    -10	-12	7	10	8	-0.5	1	0.6	-3
- Cc1ccc(-c2nc3s/c(=C\c4ccco4)c(=O)n3n2)cc1
    -6	0	-1	1	11	0.2	-12	-0.2	-2
- CCOc1cc(C(=S)N2CCCC2)ccc1O
    -17	-5	2	-12	8	0.7	-10	0.9	1
- Cc1cnc(C(=O)OCC(=O)Nc2ccc(C)c(S(=O)(=O)N(C)C)c2)cn1
    -3	-13	2	-19	12	-0.1	4	10	-1
- O=C(CS(=O)(=O)c1ccc(Cl)c(Cl)c1)Nc1ccccc1Cl
    -5	-9	0	6	16	-0.8	-2	1.4	-4
- CCOC(=O)c1c(-c2ccccc2)oc2cc(Br)c(O)c(C=O)c12
    -5	-6	13	-18	11	1.3	-8	-0.2	-3
- O=C(/C=C/c1ccc(Br)o1)OCc1ccccc1
    -16	-15	-1	6	-6	-0.8	11	-0.3	-2
- COc1cccc(CNC(=O)C2CCC(=O)N(CC3CCCCC3)C2)c1OC (stereo unspecified)
    nt	nt	0	-12	18	nt	-8	0.5	-2
- CC(C)(C)c1ccc(-c2nc3c(C#N)c(-c4ccc5c(c4)OCO5)ccn3n2)cc1
    -6	-1	5	-5	10	-0.5	-2	0.7	-6
- CCOC(=O)[C@@H]1[C@H]2COc3ccc(Br)cc3[C@@H]2N2C(=O)N(c3ccc(F)cc3)C(=O)[C@@]12C
    2	-24	5	15	-4	0.1	-7	0.0	-3
- CC(NCc1ccc(-c2ccccc2)cc1)C(O)c1ccccc1 (stereo unspecified)
    -6	5	27	31	15	12	9	14	-2
- COCCN1C(=O)/C(=C/c2cc3c(cc2Br)OCO3)NC1=S
    -8	-6	9	-5	2	-0.5	0	0.9	-7
- Cc1ccccc1Nc1nc2nonc2nc1N1CCOCC1
    -2	-3	2	4	16	0.3	0	0.6	-8
- CCCCC(=O)Nc1ccc(S(=O)(=O)Nc2nccc(C)n2)cc1
    -4	-4	-1	12	-6	0.3	-8	4.7	-1
- Cn1c(Cc2ccccc2)nnc1SCC(=O)NCCc1ccccc1
    -2	-17	4	-19	10	-0.2	-3	-0.2	-5
- Cc1cc(C)c2cc(C)c(SCC(=O)NCc3ccco3)nc2c1
    -1	-30	2	-11	-1	-0.9	2	-0.6	-2
- O=C(c1cccc(Cl)c1)N1CCN(c2ccccn2)CC1
    -11	-7	4	11	-6	1.1	15	0.6	-3

Remaining list, next part
Every second line gives: OXTR potentiate	CHO parental Ca	TAAR1 ag	TAAR1 antag	CHO-K1 Ca PAM	V1R ag counter	CHO-K1 Ca antag	CHO-K1 Ca ag	CHRM1 agonist
- Cn1c(CCN2CCCCC2)nc2cc(NS(=O)(=O)c3ccc(F)cc3)ccc21
    -26	5	2	-16	6	2.9	-9	0.4	-6
- CS(=O)(=O)N(CC(=O)Nc1ccccc1Sc1ccccc1)c1cccc(Br)c1
    -8	-36	-1	30	-8	0.4	14	0.0	-3
- C=CCN(Cc1cccc(OC)c1OC)C(=O)Oc1ccccc1
    -5	-15	5	-10	13	-1.0	-16	0.5	-2
- CC1C(C#N)=C(N)OC2=C1C(=O)CCC2 (stereo unspecified)
    -18	-2	7	-10	1	-0.3	-7	0.1	-2
- COc1ccc(-n2c(NC(=O)c3ccco3)c(C#N)c3nc4ccccc4nc32)cc1
    -13	-24	14	6	9	0.9	-7	0.3	0
